Bioassay records from PubChem.
KCNH2 WT inh = blocks the wildtype human KCNH2 potassium channel. activity change, % at 1.84 µM. actives 0.37% (n = 340,000). U2OS, BacMam KCNH2, thallium flux FluxOr; stronger effect = lower value. AID 720551. Q12809;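 active = maximum activity change below -70%; inconclusive = maximum activity change between -70% and -50%; inactive = maximum activity change above -50%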; note: % is set by controls: 0 for no effect and ±100 for the full control effect
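U2OS cells were transduced with wild-type KCNH2 virus (2.03 x 10^8 / mL) for 4 h at room temperature, then cultured overnight at 37 C. Thallium flux was read with FluxOr dye. Rate constants were normalized to DMSO controls.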
AT treatment = potential ataxia-telangiectasia treatments restoring KAP-1 phosphorylation. […] A-T fibroblasts, KAP-1 phosphorylation AlphaLISA; neocarzinostatin DNA damage 30 min before lysis. Potency, µM (highest dose often 57.5 µM), for the others: at the highest dose activation, hits mostly activators. actives 0.19% (n = 320,000). AID 485349; note: potency is the fitted concentration of half-maximal effect; % of control where 0% means no effect; nearly all actives have a fitted effect of over 45% in size
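ATM-like activity read as KAP-1 phosphorylation via AlphaLISA donor/acceptor antibody pairs after lysis and 6 hr at 25C. Cells were ATM-null patient fibroblasts ([…], hTERT), dosed 60 min, then exposed to the DSB inducer NCS for 30 min.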
TSHR antagonist = antagonists of human thyroid stimulating hormone receptor | P16473 | TSHR-expressing cells, TSH-stimulated cAMP HTRF, 2 h; stronger effect = lower value | activity change, negative = inhibition, % at 11.5 µM | actives 0.2% (n = 330,000);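 active = activity change below a set negative limit, meaning inhibition stronger than a set level, cut at about -70% in these data; inconclusive = activity change between two set negative limits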; note: % is set by controls: 0 for no effect and ±100 for the full control effect
Target sequence (P16473 whole entry, looked up): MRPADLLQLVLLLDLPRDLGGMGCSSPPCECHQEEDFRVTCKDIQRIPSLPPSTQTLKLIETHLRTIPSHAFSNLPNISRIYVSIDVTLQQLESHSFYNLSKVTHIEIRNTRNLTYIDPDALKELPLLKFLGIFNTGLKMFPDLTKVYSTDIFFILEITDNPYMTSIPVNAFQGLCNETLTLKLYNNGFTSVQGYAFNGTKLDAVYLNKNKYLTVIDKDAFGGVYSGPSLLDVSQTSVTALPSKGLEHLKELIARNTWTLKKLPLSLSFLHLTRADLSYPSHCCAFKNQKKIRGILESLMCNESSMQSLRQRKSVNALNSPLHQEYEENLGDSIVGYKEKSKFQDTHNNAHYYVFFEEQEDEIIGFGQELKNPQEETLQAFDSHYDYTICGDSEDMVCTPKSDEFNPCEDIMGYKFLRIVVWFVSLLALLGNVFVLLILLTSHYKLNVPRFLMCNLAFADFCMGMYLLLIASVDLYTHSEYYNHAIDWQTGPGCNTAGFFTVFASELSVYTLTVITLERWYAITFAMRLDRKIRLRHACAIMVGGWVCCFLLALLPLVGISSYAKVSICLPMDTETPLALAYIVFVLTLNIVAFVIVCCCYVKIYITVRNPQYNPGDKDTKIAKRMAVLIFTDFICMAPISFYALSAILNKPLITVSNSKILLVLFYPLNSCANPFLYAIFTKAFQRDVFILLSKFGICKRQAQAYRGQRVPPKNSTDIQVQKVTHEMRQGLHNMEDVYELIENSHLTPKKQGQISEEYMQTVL
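Cell-based HTRF cAMP assay; TSHR cells + compound, TSH EC80 (4nM final), 2 h, 37 deg C. Lysis with anti-cAMP cryptate and cAMP-d2, 30 min RT, read 665/620 nm.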
USP2a block = USP2a (human) protease inhibition; Potency, µM (top dose mostly 38.3 µM), for inactives: at the highest dose activity change, negative = inhibition, most hits filed as inhibitors; actives 0.01% (n = 330,000); O75604; USP2 core, Ub-CHOP2 coupled fluorogenic reporter, 485/531;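 note: potency is the fitted concentration of half-maximal effect; plate controls were DMSO wells for no effect and full inhibition by NEM control for full effect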
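USP2 core (10nM final) preincubated 30min RT with compound in 20mM Tris-HCl pH 8.0, 2mM CaCl2, 2mM beta-mercaptoethanol, 0.05% CHAPS; 25nM Ub-CHOP2 plus 25nM reporter substrate added, fluorescence (Ex485/Em531) read after 60min.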
Mito fusion yeast = mitochondrial division inhibition or fusion activation; S. cerevisiae fusion-defective mutant growth rescue, CellTiterGlo 48 h; Potency, µM (series often up to 46.1 µM), inactives show top-dose growth rescue (activation), most hits filed as activators; actives 0.23% (n = 320,000);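 note: potency is the fitted concentration of half-maximal effect; % of control where 0% means no effect; nearly all actives have a fitted effect of over 45% in size; temperature-sensitive fusion mutants such as fzo1-1 at 37 °C on non-fermentable ethanol glycerol medium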
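Read-out: ATP-based luminescence (CellTiterGlo, 10 min ambient) reporting growth of fusion-defective ts yeast after 48 hours at 37C on glycerol/ethanol YPEG medium in the presence of compound.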
ELG1 repair inh = ELG1-dependent DNA repair inhibition; AID 504467; Potency, µM (titrated, usually from 46.1 µM), inactives show top-dose activity change, negative = inhibition, hits mostly inhibitors; actives 2.3% (n = 330,000); HEK293T ELG1-luciferase reporter, luminescence, 16 h; DNA damage induced by 5-fluorouridine; note: potency is the fitted concentration of half-maximal effect; % is set by controls: 0 for no effect and ±100 for the full control effect; nearly all actives have a fitted effect of over 55% in size
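Cells (2,000 per well) received 5-fluorouridine plus test compound or DMSO and were incubated 16 hr at 37 °C, 5% CO2. Luciferase activity was read by luminescence 30 min after ONE-Glo addition; signal suppression marked inhibition of damage-induced ELG1 function.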
TRPV1 agonist = human TRPV1 agonism | Q8NER1 | TRPV1-expressing cells, Fluo-8 calcium influx, agonist mode | activation, % at 8.33 µM | actives 0.19% (n = 320,000); in the data active = activation above about 80%; inconclusive = between about 30% and that limit; note: 0% is about no effect
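TRPV1-expressing cells were cultured overnight at 35.5C and loaded with Fluo-8 calcium dye for 40 to 90 min at room temperature. After a 10 s baseline, compound was added and calcium influx was read kinetically for 3 min (ex 480/em 520 nm).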
TCR activator = T cell receptor activation; primary human leukocytes, anti-CD3, IL-2 HTRF, 48 h; Potency, µM (doses to about 9.22 µM), without a hit: top-dose activation of IL-2 secretion, most hits filed as activators; 330,000 tested, under 10 active; AID 504894; note: % of control where 0% means no effect
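Compounds are tested in HTS on primary human leukocytes co-incubated with a-CD3 beads for 48 hr. IL-2 output is measured by time-resolved FRET.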
KCNH2 3.1 inh = inhibitors of human KCNH2 3.1 potassium channel isoform; actives 0.95% (n = 340,000); activity change, % (tested at about 1.8 µM); U2OS KCNH2 3.1, thallium flux FluxOr; stronger effect = lower value; AID 720553;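 active = maximum activity change below -70%; inconclusive = maximum activity change from -70% to -50%; inactive = maximum activity change above -50%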;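 note: thallium influx rate constant from kinetic fluorescence after stimulation buffer; % is set by controls: 0 for no effect and ±100 for the full control effect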
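Channel expression came from 3.1 mutant virus (1.77 x 10^8 /mL) applied to suspended U2OS cells for 4 h. Flux was tracked with FluxOr dye plus Red40 quencher, and kinetic rate constants normalized to controls.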
Eya2 phos inh = Eya2 (human) phosphatase inhibition; recombinant Eya2, OMFP fluorescence dephosphorylation (OMFP is methylfluorescein phosphate); AID 488837; Potency, µM (top dose mostly 76.9 µM), for inactives: at the top dose activity, negative = inhibition, actives largely listed as inhibitors; actives 0.006% (n = 330,000); note: potency is the fitted concentration of half-maximal effect; % is set by controls: 0 for no effect and ±100 for the full control effect
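Eya2 (0.2 uM) preincubated 10 min at ambient with compound, then OMFP substrate added at 50 uM; 10 min reaction in 50 mM HEPES pH 7.5, 50 mM NaCl, 5 uM MgCl2, 0.05% BSA, 1 mM DTT. Fluorescence read at Ex 485/Em 525 nm.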
* = called active by the depositor; i = inactive; ? = inconclusive; . = not tested or not shown; & = joins results of further samples; [ ] = dose if it differs, or a comment. Unless noted, calls come from the whole dose curve; as a rule, active = well fitted curve in the direction sought with a large enough effect; inconclusive = small, poorly fitted or top-dose-only effect, or another doubt; inactive = no such curve, though single readings can be large; an effect the other way counts as inactive or inconclusive.

mol	AT treatment	TSHR antagonist	USP2a block	Mito fusion yeast	KCNH2 WT inh	TRPV1 agonist	ELG1 repair inh	KCNH2 3.1 inh	TCR activator	Eya2 phos inh
O=C(Cn1cncc1-c1ccc([N+](=O)[O-])cc1)Nc1cccc2ccccc12	-1%	-5	4%	-3%	9	2	15%	-7	1%	-2%
N#CCCN1CCN(C(=S)c2ccc(-c3ccc(Cl)cc3)o2)CC1	-5%	-6	-7%	-3%	-2	2	?	-39	-10%	3%
CC(=O)c1ccc(N2CCN(C(=O)c3ccc(Cl)c(S(=O)(=O)NC4CC4)c3)CC2)c(F)c1	2%	16	2%	-4%	1	-1	-30%	0	12%	-8%
C=CCNC(=O)c1c(CS(=O)(=O)c2ccccc2)noc1C(=O)NCc1ccccc1	3%	-3	0%	-4%	2	-5	15%	-1	-4%	-16%
COc1ccc(NC2=CC(c3ccc(OC)c(OC)c3)N(c3ccc(OC)cc3)C2=O)cc1 (configuration not stated)	-7%	9	1%	1%	-1	-4	?	7	1%	8%
COc1ccc(NC(=O)CN(C)C(=O)CSc2ccc3c(c2)OCCO3)cc1	3%	-15	3%	2%	11	2	3%	-3	0%	-3%
CC(C)C(NC(=O)C1CCCCC1)C(=O)NC1CCCC(C)C1C (configuration not stated)	-10%	-7	1%	6%	-10	19	-10%	4	0%	24%
O=C(NC(=O)N1CCCc2ccccc21)c1ccccc1	1%	2	0%	12%	2	0	0%	3	-53%	17%
Cc1ccc(-c2nnn(CC(=O)NCCc3ccc4c(c3)OCO4)n2)cc1	-2%	-1	0%	2%	i	-1	-1%	-2	-4%	16%
OCCN(CCO)Cc1csc2ccccc12	.	26	0%	-2%	9	6	0%	-2	-10%[46.1 µM]	-1%
CCOC(=O)N1CCN(CCC(=O)Nc2ccc(C)cc2)CC1	9%	11	3%	6%	-9	0	8%	-5	-4%	-5%
Cc1cccc(N2CCN(C(=O)c3ccc4c(c3)NC(=O)C(CSCc3cccc(F)c3)N4)CC2)c1C (configuration not stated)	-13%	-7	-1%	0%	.	3	9%	.	.	4%
COCCn1c(C)cc(C(=O)COC(=O)c2n[nH]c3ccccc23)c1C	-1%	-8	1%	-9%	-6	0	?	-12	2%	-7%
CNC(=O)/C=C1\NC(C)(C)Cc2c1ccc1ccccc21	7%	1	0%	0%	-3	?	-21%	-2	7%	-4%
CC(C)OC(=O)CN1C(=O)C(=O)c2ccccc21	-5%	-3	0%	-3%	49	-3	-16%	-15	0%[46.1 µM]	-17%
Cc1nn(Cc2c(F)c(F)c(F)c(F)c2F)c(C)c1NC(=O)c1ccc(COc2ccc(F)cc2)o1	-4%	-14	4%	2%	16	2	?	-12	0%	-4%
CCc1ccc2c(c1)cc(CN(C(=S)Nc1ccccc1Cl)C1CC1)c1nnnn12	6%	-2	6%	1%	4	-2	-12%	2	.	14%
O=C(N/N=C/c1ccccc1Cl)c1ccncc1	-6%	7	0%	-1%	-12	6	4%	?	2%	-23%
COC(=O)c1cnc(Oc2ccc(NC(=O)NC(=O)c3c(OC)cccc3OC)cc2)cc1C(F)(F)F	-3%	6	1%	-2%	-1	.	?	13	3%	19%
COc1ccc(CNC(=O)Cn2cc([N+](=O)[O-])nc2C)cc1	.	.	.	3%	-12	-2	.	4	-6%	.
CCc1cc(C(=O)NCCN(C)C)cs1	1%	0	4%	0%	-2	1	16%	-3	.	4%
COc1cc(C=O)ccc1OCC(=O)N1CCCC1	-1%	-5	4%	-9%	-6	2	0%	4	-3%	-11%
O=C(O)/C(=C\c1ccc(Cl)cc1)c1ccc(F)cc1	3%	-6	5%	-5%	-3	-3	3%	-7	1%	13%
CCN(CC)CCn1c(SCC(=O)Nc2cccc(OC)c2)nc2c(sc3ccccc32)c1=O	-1%	-5	5%	2%	-21	-3	?	-39	4%	-5%
CCc1ccc(NC2CC(=O)N(c3ccc(OC)cc3OC)C2=O)cc1 (configuration not stated)	-9%	2	0%	-9%	4	-4	5%	2	3%	10%
COC(=O)c1ccccc1NC(=O)CNC(=O)c1ccc(OC)c(OC)c1	2%	4	1%	2%	3	-4	0%	3	-2%	1%
C[N+](C)(C)CC=O	0%	-8&-1	1%	-11%&-1%	-19	-3	9%	9	-1%	-5%&0%
O=C(N/N=C/c1ccc([N+](=O)[O-])o1)c1cc(-c2ccc(-c3ccccc3)cc2)nc2ccccc12	-3%	-27	-1%	2%	-33	-9	?	-48	.	-2%
Cc1ccc(/C=N/Nc2nc3ccccc3s2)o1	-2%	-15	1%	19%	-8	20	?	2	-4%[46.1 µM]	-5%
Cc1ccc(S(=O)(=O)NNC(=O)CCC(=O)Nc2ccccc2Cl)cc1	1%	3	0%	2%	15	1	18%	14	-11%	-2%
Cn1ccnc1SCC(=O)Nc1cccc(S(=O)(=O)N2CCCCC2)c1	2%	1	2%	-5%	-3	-1	-1%	-6	-13%	-2%
CCN(Cc1ccccc1)C(=O)c1cc(S(=O)(=O)N2CCOCC2)cn1C	18%	18	2%	7%	-11	7	17%	10	2%	7%
O=[N+]([O-])c1cccc(/C=N/NC2=NS(=O)(=O)c3ccccc32)c1	-3%	-4	-5%	3%	3	3	12%	7	1%	-7%
O=C(OCC(=O)c1ccccc1)C1=NN(c2ccccc2)C(=O)CC1	12%	.	6%	.	-23	.	?	-21	4%	2%
Nc1cc(=O)[nH]c(=O)n1Cc1ccccc1	-4%	1	3%	0%	-3	-1	-7%	24	3%	5%
Cc1ccccc1NC(NC(=O)c1cccnc1)C(Cl)(Cl)Cl (configuration not stated)	10%	-6	-1%	8%	-1	5	3%	-7	1%[46.1 µM]	-7%
CNC[C@H](NC[C@@H](NCCCc1ccccc1)c1ccccc1)[C@H](C)O	0%	-7	1%	-3%	.	-2	-1%	.	4%	9%
S=c1nc(-c2csc3c2CCCC3)[nH][nH]1	4%[11.5 µM]	-3	1%	8%	4	-2	1%	-3	-2%	1%
Cc1ccc(C(C)C)c(OCc2ccc(C(=O)N/N=C/c3ccc(O)c(O)c3)cc2)c1	-2%	-23	-13%	19%	-13	?	?	-10	-1%[46.1 µM]	-13%
COc1ccc(NC(=O)C2CCCN(c3nccc(C)n3)C2)cc1 (configuration not stated)	3%	-18	-2%	3%	-2	94*	-3%	-21	0%	15%
Cc1cc2ncn(C3CC(=O)N(Cc4ccccc4)C3=O)c2cc1C (configuration not stated)	-1%	-1	-1%	-4%	7	8	-28%	4	-3%	7%
Cc1ccccc1C(=O)NC1CCN(Cc2ccccc2)CC1	-2%	9	-1%	2%	3	-2	-2%	3	2%	4%
CCCCNC(=O)CSc1nnc(Cc2ccc(Cl)c(Cl)c2)c(=O)[nH]1	-3%	-17	2%	2%	1	2	-5%	7	3%	7%
CCCn1c(N)c(C(c2ccc(C(=O)OC)cc2)N2CCN(c3ccccc3)CC2)c(=O)[nH]c1=O (configuration not stated)	-1%	-17	1%	-3%	5	-3	?	-3	-7%	-2%
Cc1c(NC(=O)COC(=O)/C=C/c2cccc(Br)c2)c(=O)n(-c2ccccc2)n1C	-16%	8	-2%	3%	2	-12	5%	17	0%	-15%
CCCCN(C(=O)CSCc1ccc(C)cc1)c1c(N)n(CCC)c(=O)[nH]c1=O	5%	-4	0%	0%	0	1	-16%	-3	-2%	4%
CCN(CC)S(=O)(=O)c1cc(C(=O)OC(C)C(=O)NCc2ccco2)ccc1C (configuration not stated)	-11%	5	-5%	5%	13	14	?	2	9%	-2%
COc1cc(C2N(c3cccc(Cl)c3)C(=O)C3CCCN32)cc(OC)c1OC (configuration not stated)	2%	-7	6%	-2%	6	3	2%	12	0%	-5%
CCCCCCC(=O)N(O)C1CC(=O)N(c2ccc(Br)cc2)C1=O (configuration not stated)	-5%	6	3%	0%	-13	8	?	6	-3%	6%
CCOc1ncccc1C(=O)Nc1cc(S(=O)(=O)N2CCCCC2)ccc1OC	4%	6	2%	-2%	-6	-3	-25%	10	1%	18%
CCOC(=O)N1CCC(=NNc2ccc(S(N)(=O)=O)cc2[N+](=O)[O-])CC1	-10%	2	3%	2%	8	-4	7%	-3	7%	-2%
COC(=O)c1cnn(-c2ccc(C)c(C)c2)c1-n1cccc1	.	-8	4%	-6%	6	17	.	21	6%	-5%
CCOC(=O)C1CCCN(S(=O)(=O)CCNC(=O)c2ccc(F)cc2)C1 (configuration not stated)	10%	5	2%	0%	1	9	-5%	6	-5%	-2%

This is a subset (hit frequency here may not be typical).
